Source: PubChem BioAssay
CYP2C19 activ – human CYP2C19 activators, primary screen, biochemical, luminescence | Cytochrome P450 2C19 (Homo sapiens), P33261 | recombinant CYP2C19, luciferin-H EGE luminescence; active compounds read high; 0 = fully inhibited enzyme, 1 = untreated enzyme | activation factor at 5 µM | 96,000 tested, under 10 active | AID 1025, 2008;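 active = activation factor of at least 2 at 5 µM in the primary screen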;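 note: 0 = wells with 2.5 mM tranylcypromine and 1 = vehicle-only wells; values of inactives mirror those of a sister screen read the other way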
Target sequence (P33261 whole entry, looked up): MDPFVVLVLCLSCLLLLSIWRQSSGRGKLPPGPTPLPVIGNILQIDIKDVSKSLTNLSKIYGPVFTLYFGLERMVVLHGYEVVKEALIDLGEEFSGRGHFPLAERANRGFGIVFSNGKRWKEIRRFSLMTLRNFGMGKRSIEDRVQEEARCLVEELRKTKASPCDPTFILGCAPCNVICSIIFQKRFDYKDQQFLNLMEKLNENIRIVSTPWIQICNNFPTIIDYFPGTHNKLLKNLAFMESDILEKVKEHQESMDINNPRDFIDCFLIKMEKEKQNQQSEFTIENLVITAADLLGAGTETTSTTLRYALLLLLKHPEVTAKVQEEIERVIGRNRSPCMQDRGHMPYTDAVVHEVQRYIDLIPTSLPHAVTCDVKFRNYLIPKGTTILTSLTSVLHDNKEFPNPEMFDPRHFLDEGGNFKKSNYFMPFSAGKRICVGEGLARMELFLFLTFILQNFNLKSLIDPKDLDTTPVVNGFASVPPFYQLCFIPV
MT1-MMP txn act – MT1-MMP promoter reporter activation – cell-based, luciferase luminescence, primary screen | hit rate 0.16% among 86,000 | HT1080 MT1-MMP promoter luciferase reporter, overnight; active compounds read high | activation factor at 10 µM | AID 750, 2007;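 active = activation factor of at least 2 for MT1-MMP transcription at 10 µM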
CYP2C9 inhib – blockers of cytochrome P450 2C9 activity – biochemical, luminescence, ADME assay, primary screen. CYP2C9 Supersomes, luciferin-H conversion. hit rate 20% among 96,000. AID 777, 2007. inhibition, % at 5 µM. P11712;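 active = blocking of liver enzyme CYP2C9 beyond about 50% at 5 µM, limit read from the data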; note: values of inactives mirror those of a sister screen read the other way
Mac1 fbg inh – inhibitors of CD11b/CD18 adhesion to fibrinogen, primary screen, K562 cells, luminescence | hit rate 0.54% among 93,000 | Integrin beta-2 (Homo sapiens) + Integrin alpha-M (Homo sapiens), P05107+P11215 | inhibition, % at 10 µM | AID 1497, 2009 | ATPlite luminescence; Mn2+ added to activate the integrin;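 active = primary inhibition of 50% or more at 10 µM, then 40% or more on retest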; note: some results filed as inactive read as strong as hits
CYP2C19 inh – blockers of cytochrome P450 2C19 activity – biochemical, luminescence, ADME assay, primary screen. P33261. CYP2C19 Supersomes, luciferin-H EGE luminescence, 30 min. inhibition, % at 5 µM. hit rate 21% among 96,000. AID 778, 2007;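 active = CYP2C19 inhibition above a set limit at 5 µM in the primary screen, cut at about 50% in these data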;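 note: plate controls were negative control wells for no effect and 2.5 mM tranylcypromine positive control for full effect; values of inactives mirror those of a sister screen read the other way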
Mac1 fbg enh – enhancers of CD11b/CD18 adhesion to fibrinogen, primary screen, K562 cells, luminescence; ATPlite luminescence; activation, % at 10 µM; hit rate 0.07% among 93,000; AID 1499, 2009;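 active = 10 µM primary screen giving 50% or more activity, confirmed by 40% or more on retest at that dose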; note: strong numbers were not always called active; reference of the scale not given here
PLAP act – PLAP enzyme activators, biochemical, luminescence, HTS. AID 696, 2007. purified PLAP enzyme, luminescent substrate read-out; active compounds read high. activation fold at 20 µM. hit rate 1.2% among 96,000. Alkaline phosphatase, placental type (Homo sapiens), P05187; in the data active = activation fold above about 2
Target sequence (P05187 whole entry, looked up): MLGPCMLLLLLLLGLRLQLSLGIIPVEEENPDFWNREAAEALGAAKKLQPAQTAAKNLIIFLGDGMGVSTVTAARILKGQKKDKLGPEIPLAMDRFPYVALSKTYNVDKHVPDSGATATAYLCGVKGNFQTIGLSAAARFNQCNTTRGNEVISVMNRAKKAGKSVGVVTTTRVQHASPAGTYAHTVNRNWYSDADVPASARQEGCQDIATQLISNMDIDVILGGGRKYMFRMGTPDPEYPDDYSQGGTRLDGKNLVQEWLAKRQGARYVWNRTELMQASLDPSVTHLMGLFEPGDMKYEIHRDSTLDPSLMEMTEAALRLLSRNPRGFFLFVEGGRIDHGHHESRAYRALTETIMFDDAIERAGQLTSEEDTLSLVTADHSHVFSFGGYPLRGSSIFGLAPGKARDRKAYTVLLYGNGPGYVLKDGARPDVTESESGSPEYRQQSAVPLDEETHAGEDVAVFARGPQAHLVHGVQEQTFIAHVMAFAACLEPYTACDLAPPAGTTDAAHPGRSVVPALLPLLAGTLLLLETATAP
CYP2C9 activ – human CYP2C9 activators, primary screen, biochemical, luminescence; Cytochrome P450 2C9 (Homo sapiens), P11712; recombinant CYP2C9, luciferin-H conversion; active compounds read high; factor 1 = untreated enzyme, 0 = blocked; activation factor at 5 µM; hit rate 1.4% among 96,000; AID 1024, 2008;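 active = activation factor of 2 or more for CYP2C9 at a 5 µM dose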;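 note: 0 = sulfaphenazole-blocked wells and 1 = vehicle-only wells; values of inactives mirror those of a sister screen read the other way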
PTK2B oligo ant – antagonists of Pyk2 self-association, primary screen, Q293 cells, FERM NanoBiT luminescence, HTS. Protein-tyrosine kinase 2-beta (Homo sapiens), Q14289. active compounds read low. z-score (the deposit names both 25 µM and 10 µM). hit rate 0.83% among 99,000. AID 1347419, 2020;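 active = Z-score of -3 or lower, scaled per plate to the spread of control and sample wells; inactive = z-score above -3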;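 note: negative z-score means lost luminescence so less FERM oligomerization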
An asterisk follows results filed as active; . = not tested or not shown.

SMILES	CYP2C19 activ	MT1-MMP txn act	CYP2C9 inhib	Mac1 fbg inh	CYP2C19 inh	Mac1 fbg enh	PLAP act	CYP2C9 activ	PTK2B oligo ant
CCOCCCNC(=O)C(c1ccc(C)cc1)N(Cc1ccc2c(c1)OCO2)C(=O)c1cnccn1 (centres undefined)	0.8	1	0.8	.	16.9	.	1.6	1	-0.63
N#Cc1c(NC(=O)Cn2c(=O)oc3ccccc32)oc(-c2ccccc2)c1-c1ccccc1	0.9	1.1	75.7*	98.6	11.9	-11.1	1.5	0.2	-3.77*
COc1ccc2c(c1)c1nnc(SCC(=O)N3CCCCC3C)nc1n2C (centres undefined)	0.9	1.1	-0.1	-5.0	12.4	-1.6	1.7	1	-0.44
CCOc1cc(N2CCOCC2)c(OCC)cc1NC(=O)COc1ncnc2ccc(Br)cc12	1	.	1.9	-9.2	-4.2	-1.0	1	1	1.57
CC(C)CNC(=S)NNC(=O)c1ccccc1OC(F)F	0.8	.	3.6	-1.0	16.6	-1.3	1.6	1	0.03
N/C(=N/O)c1nc(N2CCCC2)nc(N(c2ccccc2)c2ccccc2)n1	0.9	1.1	6.7	-49.9	9.5	1.0	1.4	0.9	-0.83
CCOc1ccc(C2CC(c3cccc(OC)c3)Nc3ncnn32)cc1 (centres undefined)	0.2	1.1	95.3*	-14.1	78.6*	8.2	1.6	0	.
Cc1c(NC(=O)CN2CCCc3ccccc32)c(=O)n(-c2ccccc2)n1C	0.9	1.1	-6.7	-10.3	5.0	0.2	1	1.1	-0.59
CCOC(=O)c1ccc(N=c2sc(C(=O)OC)cc(=O)n2Cc2ccc3c(c2)OCO3)cc1	0.9	.	22.6	-7.5	12.6	13.7	1.4	0.8	.
CC1CCN(CCNC(=O)c2ccc(NC(=O)C3CCCO3)cc2)CC1 (centres undefined)	1.1	1.2	2.1	-3.3	-5.9	1.1	0.9	1	0.68
O=c1[nH]c2ccc(Cl)cc2c(-c2ccccc2)c1SC(=S)N1CCOCC1	0.9	1	39.4	23.6	14.8	-0.7	1.8	0.6	-0.78
Cc1cc(C)n2cc(CSC3=NCCS3)nc2n1	1.1	1	-32.8	-6.1	-9.6	1.7	1.1	1.3	0.6
COc1ccccc1NC(=O)CSc1nnc(CC(=O)Nc2ccccc2)n1C	0.7	1.2	-49.7	-18.5	25.4	0.9	0.7	1.5	0.56
CC(=O)Nc1ccc(-c2nnc(SCc3ccc(C)cc3)n2C)cc1	0.9	1.1	3.0	2.8	13.7	-2.6	0.8	1	-0.02
COc1ccc(CSc2nnc(CNS(C)(=O)=O)o2)cc1	1.3	1.1	-30.6	-4.2	-30.2	-4.3	0.7	1.3	-0.05
CC(=O)Nc1ccc(NS(C)(=O)=O)cc1	1.1	1.2	-6.8	-3.6	-8.0	-1.4	0.8	1.1	0.25
CCC(C)C(NC=C1C(=O)OC(C)(C)OC1=O)C(=O)O (centres undefined)	1	1.1	1.5	-8.2	0.0	-3.3	0.8	1	0.94
CCOc1cc(CNCCO)c(Cl)cc1OCC(=O)NCCc1ccccc1	0.4	.	13.7	.	58.1*	.	1.4	0.9	0.76
Cc1ccc(OC(=O)c2cc3ccccc3o2)cc1	1.1	1.1	-2.9	10.3	-12.8	-2.3	1.1	1	0.88
CC(=O)c1cnc2cc(-c3ccccc3)nn2c1C	0.7	1.1	43.8	-2.1	28.2	3.1	1	0.6	0.14
Cc1cccc(Oc2coc3cc(OC(=O)c4cccs4)ccc3c2=O)c1	0.7	.	-78.6	.	34.1	.	0.9	1.8	-0.47
CCC(C(=O)NC1CCCC1)N(C(=O)Cn1nnc(-c2cccs2)n1)c1cnc2ccccc2c1 (centres undefined)	1	1.5	-3.3	-26.5	-0.4	2.2	1.1	1	-0.43
O=C(c1c(Cl)nc2sccn12)N1CCCc2ccccc21	0.1	1	28.1	-5.1	91.5*	-2.9	1.1	0.7	-1.5
O=C(c1ccc2c(c1)OCO2)N1CCc2ccccc2C1	0	1.8	15.7	-7.4	100.0*	28.7	0.9	0.8	0.07
Cc1cc(C)n(-c2ccc(C(=O)OCC(=O)c3c(N)n(C)c(=O)n(C)c3=O)cc2)n1	0.8	0.9	11.4	1.9	19.8	2.7	1.2	0.9	0.43
COc1cccc(N2CCN(C(=O)c3ccc(=O)oc3)CC2C)c1 (centres undefined)	0.8	1.3	33.1	-5.3	24.0	-1.1	1.4	0.7	-0.92
CCC(=O)N1CCN=C1SCc1ccccc1	0.7	1.1	10.5	-4.5	33.8	-3.2	0.9	0.9	.
Cc1cccc(-c2cc3nc4c(c(NCc5ccco5)n3n2)CCCC4)c1	0.8	.	34.7	4.3	15.4	-1.0	0.9	0.7	0.19
CCOC(=O)N1CCC(NC(=O)c2cccn3c(=O)c4cc(Br)ccc4nc23)CC1	0.4	1.1	86.0*	17.0	63.7*	59.4	1.4	0.1	-0.1
c1ccc2c(c1)NC1(CCCCCC1)n1c-2nc2ccccc21	0.8	1.6	51.2*	14.0	22.7	-3.3	0.8	0.5	-0.07
CCn1c(NC(=O)c2ccc(F)cc2)c2ccccc2nc1=O	0.3	.	20.1	-8.1	72.2*	3.1	1.1	0.8	0.01
Cc1noc(C)c1C(=O)NC(C)c1ccc2c(c1)OCO2 (centres undefined)	0.4	1	32.6	3.9	64.5*	0.3	0.9	0.7	0.02
CC(C)OCCCNC(=O)NC12CC3CC(CC(C3)C1)C2	0.4	1.2	6.8	14.5	57.0*	-1.4	1.1	0.9	2.31
CCCc1cc(C(=O)NC2CCCC2)no1	0.5	1.6	12.2	-3.7	47.5	0.2	0.9	0.9	.
CSc1nc2ccc(NS(=O)(=O)c3ccc4c(c3)OCCO4)cc2s1	0	1.4	84.5*	68.9	100.4*	-7.3	1.2	0.2	-1.95
Cc1ccc(N=Nc2c(C)[nH][nH]c2=O)c(C)c1	0.7	1.2	27.4	3.9	30.3	-3.1	0.8	0.7	-1.37
COc1ccc(-c2c3c(nc4sc(C(=O)Nc5cc(C)on5)c(N)c24)CCC3)cc1	0.7	1.2	50.8*	27.3	27.3	109.3	1.8	0.5	0.15
Cc1c(CCC(=O)O)c(=O)n2c([nH]c3ccccc32)c1C#N	0.9	1.1	-1.1	0.2	9.2	-3.0	0.8	1	0
CCOC(=O)c1nc2sc(C)c(C)c2c(=O)[nH]1	1	1	7.9	.	0.0	.	1.4	0.9	0.89
COc1cc2c(cc1NC(=O)CSc1ccccn1)oc1ccccc12	0.9	.	3.8	1.3	11.6	8.4	1	1	-1.78
Cc1ccc2c(C)nc(Nc3nc(CSc4nc5ccccc5[nH]4)cc(=O)[nH]3)nc2c1	0.6	.	47.1	.	44.7	.	2.2*	0.5	1.05
CCn1c(SCC(=O)Nc2c(C)n(C)n(-c3ccccc3)c2=O)nnc1-c1cccc(C)c1	1	1.1	4.6	3.6	2.7	-5.3	1.2	1	2.82
Cc1ccc(S(=O)(=O)/N=C(\CN2CCCCC2)N2CCOCC2)cc1	0.4	0.9	52.9*	-4.9	63.6*	-3.1	1.3	0.5	0.2
CSCCC(C(=O)NC1=NCCS1)N1C(=O)c2ccccc2C1=O (centres undefined)	0.8	1.1	-3.3	-2.0	17.5	-2.6	1.1	1	0.67
CCOC(=O)c1c(-c2cccs2)csc1NC(=O)CNCCN1CCOCC1	0.7	.	67.6*	21.8	27.7	-4.6	2*	0.3	.

As entered above:
Under CYP2C19 activ, CCCc1cc(C(=O)NC2CCCC2)no1 is entered as 0.5
Under PTK2B oligo ant, COc1ccc(CSc2nnc(CNS(C)(=O)=O)o2)cc1 is entered as -0.05

Remaining list, next part:
SMILES	CYP2C19 activ	MT1-MMP txn act	CYP2C9 inhib	Mac1 fbg inh	CYP2C19 inh	Mac1 fbg enh	PLAP act	CYP2C9 activ	PTK2B oligo ant
O=C(Cc1coc2ccc3ccccc3c12)N1CCN(c2ncccn2)CC1	0.4	1.3	55.1*	-23.3	60.7*	0.5	1.3	0.4	1.18
COc1ccc(OC)c(C(=O)CSc2nnc(Cc3cccs3)n2C)c1	0.1	1.2	35.7	10.6	89.3*	3.3	1.1	0.6	0.22
C=CCc1cc(C)ccc1OCCn1ccnc1	0	1.1	94.7*	16.2	96.4*	-2.1	0.9	0.1	1.33
O=C(NC1C(=O)NNC1c1ccccc1)c1ccc(F)cc1 (centres undefined)	0.8	1.1	30.4	.	16.2	.	1.2	0.7	1.5
CC(=O)C1=NN(c2ccccc2)C(c2cccs2)N1c1ccccc1 (centres undefined)	0.8	1.1	49.2	-7.7	25.0	5.5	0.8	0.5	.
COc1ccc(CNC(=O)C2CCCN2S(=O)(=O)c2ccccc2)cc1 (centres undefined)	0.2	1.1	33.9	7.5	76.8*	-0.9	1.2	0.7	-0.33
CCN(CC)S(=O)(=O)c1ccc(C(=O)Nc2cccc(C)c2)cc1	0.4	.	54.7*	-0.1	55.3*	-1.1	1.1	0.5	-0.63
Cc1cc(-c2c(C)[nH]n(-c3ccc(Cl)cc3)c2=O)n[nH]1	0.7	.	54.7*	.	30.8	.	2*	0.5	0.32
Cc1ccc2c(CSc3nc4nc(C)cc(C)n4n3)cc(=O)oc2c1	0.5	1	17.8	-27.4	46.9	-1.1	1	0.8	-0.36
Cc1ccc(N2CC(C(=O)Nc3cc(C)ccc3F)CC2=O)cc1 (centres undefined)	0.3	1	90.4*	-19.1	75.0*	4.3	1.2	0.1	-0.52
C#CCn1c(=NC(=O)CN2C(=O)CCC2=O)sc2cccc(C)c21	0.7	1	47.6	-2.7	31.4	-1.3	1.7	0.5	.
NC(=O)CSc1oc(-c2cccs2)nc1S(=O)(=O)c1ccccc1	0.2	1.1	30.5	-41.2	79.2*	9.6	1	0.7	0.04
COc1ccc(Cl)cc1N(CC(=O)Nc1ccc2c(c1)OCCO2)S(C)(=O)=O	0.2	1.2	69.0*	9.7	76.2*	1.9	1.6	0.3	-0.84
CC(C)c1[nH]nc2c1C(c1cccnc1)C(C#N)=C(N)O2 (centres undefined)	0.6	1.1	21.6	-18.6	36.1	-3.2	0.9	0.8	1.21
C=CCc1cccc(CNc2nc3ccccc3n2C(C)C)c1O	0.7	1.1	4.6	-11.5	32.4	0.7	0.9	1	-0.77
COC(=O)c1ccc(COC(=O)c2ccc(S(=O)(=O)N3CCC(C)CC3)cc2)o1	0.7	.	68.9*	13.4	27.1	-6.0	0.9	0.3	0.92
O=C(CN1CCN(S(=O)(=O)c2ccc(Br)cc2)CC1)Nc1ccc(F)cc1	0.7	1.1	-36.0	-19.0	25.6	-0.9	1.3	1.4	-0.15
O=C(CSc1nnc2scc(-c3ccccc3)n12)NCC1CCCO1 (centres undefined)	0.9	1.1	-10.3	-9.6	14.8	0.1	0.9	1.1	0.05

Just Mac1 fbg enh and CYP2C9 activ, for 4 of the compounds above:
canonical_smiles,Mac1 fbg enh,CYP2C9 activ
CCN(CC)S(=O)(=O)c1ccc(C(=O)Nc2cccc(C)c2)cc1,-1.1,0.5
NC(=O)CSc1oc(-c2cccs2)nc1S(=O)(=O)c1ccccc1,9.6,0.7
CC(=O)C1=NN(c2ccccc2)C(c2cccs2)N1c1ccccc1 (centres undefined),5.5,0.5
COc1ccc(CNC(=O)C2CCCN2S(=O)(=O)c2ccccc2)cc1 (centres undefined),-0.9,0.7
